# NPSR antagonist: qHTS Assay for Antagonists of the Neuropeptide S Receptor: cAMP Signal Transduction; CHO-NPSR cells, cAMP TR-FRET, antagonist mode; Potency, µM (doses to about 38.3 µM), for the others: at the highest dose activity change, negative = inhibition, actives largely listed as inhibitors; 1% of 220,000 active; AID 1461, 2008; note: % is set by controls: 0 for no effect and ±100 for the full control effect; nearly all actives have a fitted effect of over 50% in size; many of its hits are not listed in these tables
# Target sequence (Q6W5P4 whole entry, looked up): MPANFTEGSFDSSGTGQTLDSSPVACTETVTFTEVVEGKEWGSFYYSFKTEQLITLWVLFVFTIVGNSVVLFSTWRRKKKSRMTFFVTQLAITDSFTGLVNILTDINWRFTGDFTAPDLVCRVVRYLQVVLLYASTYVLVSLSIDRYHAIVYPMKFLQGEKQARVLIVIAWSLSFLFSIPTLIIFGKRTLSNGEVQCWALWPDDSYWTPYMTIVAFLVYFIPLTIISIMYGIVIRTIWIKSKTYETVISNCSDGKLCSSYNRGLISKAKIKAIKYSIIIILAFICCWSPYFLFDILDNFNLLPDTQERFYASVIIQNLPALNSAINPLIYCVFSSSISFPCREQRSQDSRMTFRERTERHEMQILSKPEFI
# SMN2 splice up: qHTS Assay for Enhancers of SMN2 Splice Variant Expression; HEK293 SMN2-luciferase splicing reporter, luminescence, 30-36 h; Potency, µM (titrated, usually from 46.1 µM), for inactives: at the top dose activity change, positive = activation, actives largely listed as activators; 2.8% of 210,000 active; AID 1458, 2008; note: % of control where 0% means no effect; nearly all actives have a fitted effect of over 55% in size
#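 qHTS luciferase splicing reporter: luminescence rises when SMN2 exon 7 is included in transfected HEK293 cells. Compound exposure lasted 30-36 h at 37C, with 4.5 mM final sodium butyrate as control, followed by a ONE-Glo read.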
# RGS12 GoLoco inh: qHTS Assay for Inhibitors of RGS12 GoLoco Motif Activity (Red Fluorophore); Gai1:RGS12 GoLoco peptide FP, rhodamine, 10 min; AID 880, 2007; Guanine nucleotide-binding protein G(i) subunit alpha-1 (Homo sapiens), P63096; Potency, µM (top dose mostly 61.6 µM), for inactives: at the highest dose activity, negative = inhibition, most hits filed as inhibitors; 0.44% of 230,000 active; active = well fitted inhibition curve with a large enough effect, not every such curve was filed as active; inactive = no such curve, though single readings can be large or run the other way; note: % is set by controls: 0 for no effect and ±100 for the full control effect; nearly all actives have a fitted effect of over 30% in size; many of its hits are not listed in these tables
# Target sequence (P63096 whole entry, looked up): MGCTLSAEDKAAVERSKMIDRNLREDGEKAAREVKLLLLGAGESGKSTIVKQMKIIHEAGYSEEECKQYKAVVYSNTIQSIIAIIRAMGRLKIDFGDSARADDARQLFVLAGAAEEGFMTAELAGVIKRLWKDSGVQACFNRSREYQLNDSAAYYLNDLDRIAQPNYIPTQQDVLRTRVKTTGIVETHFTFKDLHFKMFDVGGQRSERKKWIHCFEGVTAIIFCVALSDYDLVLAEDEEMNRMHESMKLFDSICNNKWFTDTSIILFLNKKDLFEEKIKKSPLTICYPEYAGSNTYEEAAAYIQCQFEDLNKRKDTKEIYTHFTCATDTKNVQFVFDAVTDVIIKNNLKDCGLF
# Epigenetic derep: Quantitative High-Throughput Screen for Regulators of Epigenetic Control. murine LDR cells, GFP reporter derepression, 30 h. Potency, µM (doses to about 53.9 µM), without a hit: at the highest dose GFP activation, usual class: activators. 0.2% of 280,000 active; note: % of control where 0% means no effect; nearly all actives have a fitted effect of over 60% in size
#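 Murine LDR cells carrying a silenced, genomically integrated CMV-driven GFP reporter were exposed to compound for 30 hours at 37 C. After PBS washes, GFP-positive cells (20–120 um objects) were counted by laser-scanning microplate cytometry.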
# IMPase Li inh: qHTS Assay for Identifying the Cell-Membrane Permeable IMPase Inhibitors: Potentiation with Lithium; CHO-M1 cells, IP1 TR-FRET (IP-One), carbachol + lithium; Potency, µM (highest dose often 59.4 µM), inactives show at the top dose activity, negative = IMPase inhibition, hits mostly inhibitors; 0.35% of 210,000 active;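 note: IP1 builds up when IMPase is blocked and the TR-FRET signal falls; plate controls were basal vehicle for no effect and high inhibitor control for full effect; nearly all actives have a fitted effect of over 50% in size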
#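 CHO-M1, 2000 cells/well, 16–30 h culture; cpd + low Li+, 30 min 37C; lysis with d2-IP1/Eu-anti-IP1 Ab, 10 min RT; TR-FRET 665/620 ratio and 620 channel; AC50 via Hill.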
# RECQ1 inh: qHTS Assay for Inhibitors of RecQ-Like Dna Helicase 1 (RECQ1); RECQ1 DNA unwinding, red fluorescence kinetic read; ATP-dependent DNA helicase Q1 (Homo sapiens), P46063; 0.54% of 240,000 active; AID 2549, 2010; Potency, µM (titrated, usually from 57.3 µM), without a hit: at the highest dose activity, negative = inhibition, actives largely listed as inhibitors;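 note: plate controls were vehicle for no effect and no enzyme for full effect; nearly all actives have a fitted effect of over 30% in size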
#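 RECQ1T1 50 nM; forked duplex (20 bp + 30-nt ss tails) 200 nM, ATP 2 mM final; pH 8.0, 2 mM MgCl2, 2.5 ug/ml poly(dI-dC); 15 min compound preincubation; discontinuous kinetic read over 2 h at RT.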
# Luc counter: Counterscreen for Luciferase (Kinase-Glo TM) Inhibition; Luciferin 4-monooxygenase (Photuris pensylvanica), Q27757; Kinase-Glo luciferase, ATP luminescence, 8 min; Potency, µM (titrated, usually from 38.3 µM), inactives show at the top dose activity change, negative = inhibition, actives largely listed as inhibitors; 0.28% of 200,000 active; AID 1379, 2008; note: % is set by controls: 0 for no effect and ±100 for the full control effect; nearly all actives have a fitted effect of over 60% in size
#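 Luminescence was the read-out, taken after 8-minute incubation at ambient temperature. Luciferase turned over luciferin with 10 uM ATP in imidazole pH 7.2 buffer containing KCl, MgCl2, Tween 20 and BSA.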
# JMJD2E inh: qHTS Assay for Inhibitors of Human Jumonji Domain Containing 2E (JMJD2E); JMJD2E catalytic domain, FDH-coupled NADH fluorescence (FDH is formaldehyde dehydrogenase); AID 2147, 2009; Potency, µM (titrated, usually from 57.1 µM), without a hit: at the top dose activity change, negative = inhibition, hits mostly inhibitors; Lysine-specific demethylase 4E (Homo sapiens), B2RXH2; 1.6% of 230,000 active; active = well fitted inhibition curve with a large enough effect, not every such curve was filed as active; inconclusive = small, poorly fitted or top-dose-only effect, or another doubt; inactive = no such curve, though single readings can be large or run the other way;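 note: 0% = wells with enzyme and -100% = buffer wells without enzyme; nearly all actives have a fitted effect of over 50% in size; many of its hits are not listed in these tables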
# Target sequence (B2RXH2 1-337 limits assumed): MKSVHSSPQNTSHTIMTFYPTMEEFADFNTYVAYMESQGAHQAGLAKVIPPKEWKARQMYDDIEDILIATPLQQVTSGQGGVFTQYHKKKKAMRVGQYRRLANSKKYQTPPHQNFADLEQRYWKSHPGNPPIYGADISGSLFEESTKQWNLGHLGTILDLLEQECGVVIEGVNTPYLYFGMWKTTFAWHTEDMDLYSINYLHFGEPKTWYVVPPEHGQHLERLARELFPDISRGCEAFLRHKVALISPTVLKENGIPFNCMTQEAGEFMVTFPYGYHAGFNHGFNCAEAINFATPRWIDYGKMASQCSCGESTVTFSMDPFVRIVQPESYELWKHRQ
# * = called active by the depositor; i = inactive; ? = inconclusive; nt = no result given; & = joins results of further samples; [ ] = remark or other dose. Unless noted, calls come from the whole dose curve; as a rule, active = well fitted curve in the direction sought with a large enough effect; inconclusive = small, poorly fitted or top-dose-only effect, or another doubt; inactive = no such curve, though single readings can be large; an effect the other way counts as inactive or inconclusive. Potency is the fitted concentration of half-maximal effect.
SMILES,NPSR antagonist,SMN2 splice up,RGS12 GoLoco inh,Epigenetic derep,IMPase Li inh,RECQ1 inh,Luc counter,JMJD2E inh
CN1CCN(c2ccc(NC(=O)c3ccc(-c4ccc(Br)cc4)o3)cc2)CC1,?,-63%[inhibitor],11%,7.3%,22%,i,-1%,-11%
C/C(=N\O)C(=O)NCCN1CCCCC1,10%[46.1 µM],8%,-9%,-0.7%,6%[38.3 µM],-1%,-8%,2%
CCCC(CCC)=NNC(=O)c1ccccc1F,16%,5%,3%,-1.1%,-5%,1%,2%,93%[activator]
O=C(NC1CCN(C(=O)c2cccs2)CC1)c1ccccc1,-14%,nt,6%,-1.0%,nt,-4%,nt,7%
CC(C)N=C1NN=C(c2cccs2)CS1,10%,11µM*,7%,1.1%,1%,i,?,-13%
CCOC(=O)N1CCN(C(=S)Nc2ccccc2C)CC1,9%,28%,5%,0.0%,-2%,i,1%,4%
CC(C)n1cnc2c(N(C)c3ccccc3)nc(N(CCN(C)C)Cc3ccccc3)nc21,10µM*,nt,1%,0.0%,nt,i,nt,-28%
Cc1ccc(NC(=O)Cn2ccsc2=N)c([N+](=O)[O-])c1,7%,-2%,7%,2.1%,5%,i,-3%,-5%
COc1ccccc1N/C=C/c1onc(C)c1[N+](=O)[O-],-9%,1.1µM*,40%[activator],?,11%,-14%,11µM*,1%
CC1(C)CC(=O)C2=C(C1)N(N1CCOCC1)C(N)=C(C#N)C2c1cccnc1 (stereo unspecified),-13%[46.1 µM],19%,1%,2.4%,25%[38.3 µM],-6%,-4%,-6%
COc1ccc(OCCC(=O)OCC(=O)Nc2cccc(S(=O)(=O)N3CCOCC3)c2)cc1,-11%,-3%,6%,6.7%,10%,i,-1%,15%
CCOC(=O)N1CCN(C(=O)c2cn(CCOC)c(=O)c3c2c2ccccc2n3C)CC1,-6%[46.1 µM],-6%,9%,-0.3%,-12%[38.3 µM],0%,-5%,?
Cc1[nH]n(-c2ccccc2)c(=O)c1/C=C1/C=c2ccccc2=N1,-15%,-1%,-2%,-1.1%,5%,-9%,1%,6%
Cc1ccc(C(=O)CC(C(=O)O)c2cn(CCC#N)c3ccccc23)cc1 (stereo unspecified),-1%[46.1 µM],-3%,3%,0.8%,-1%[38.3 µM],-4%,-1%,3%
CC1CCN(c2ccc(C(=O)O)cc2NS(=O)(=O)c2ccc(Br)cc2)CC1,-41%,-13%,4%,0.2%,3%,-4%,6%,0%
CNC(=O)Nc1ccc2nc(C)oc2c1,5%,nt,0%,-1.1%,nt,-3%,nt,9%
N#Cc1ccc(C23CC4(C2)[C@H](CN(CC2CCCCC2)[C@@H]4c2ccccc2)C3c2ccc(C(F)(F)F)cc2)cc1 (stereo partly specified),-7%,-1%,0%&19%,3.5%&2.1%,-6%,i,-1%,4%&3%
CCOC(=O)C1CCN(C(=O)C2c3ccccc3C(=O)N(C)C2c2ccc(OC)cc2)CC1 (stereo unspecified),-6%[46.1 µM],-10%,-2%,0.9%,14%[38.3 µM],i,0%,-1%
CC1=CC(C)(C)NC(=S)N1c1cccc2cc(S(=O)(=O)O)ccc12,-16%,nt,-10%,1.4%,nt,-9%,nt,?
O=C(NCC1CCCO1)c1nnc(Cc2ccc(F)cc2)o1 (stereo unspecified),13%,-3%,1%,-1.7%,1%,7%,3%,4%
O=S(=O)(NCc1cn2ccccc2n1)c1ccccc1F,10%,nt,16%,-2.3%,nt,i,nt,-4%
COc1ccc(-c2csc(C3=C(O)CN(Cc4ccc(S(N)(=O)=O)cc4)C3=N)n2)cc1OC,0%[46.1 µM],8%,0%,-1.1%,12%[38.3 µM],-8%,4%,-11%
Cc1onc(-c2ccccc2Cl)c1C(=O)Nc1ccc(N2CCOCC2)cc1,-14%[46.1 µM],-10%,2%,-1.1%,-4%[38.3 µM],-1%,-2%,-7%
CC(=O)CSc1nnc(CSc2ncccn2)n1C1CCCCC1,1%[46.1 µM],-13%,3%,-1.0%,-5%[38.3 µM],-2%,1%,-3%
CCC(C(=O)NC(C)(C)C)N(Cc1ccco1)C(=O)Cn1nnc(-c2ccc(F)cc2)n1 (stereo unspecified),18%,nt,9%,-1.1%,18%,i,-1%,-21%
# Following part
SMILES,NPSR antagonist,SMN2 splice up,RGS12 GoLoco inh,Epigenetic derep,IMPase Li inh,RECQ1 inh,Luc counter,JMJD2E inh
O=C(NC1CCCC1)C(c1ccccc1)N(Cc1ccc2c(c1)OCO2)C(=O)Cc1cccs1 (stereo unspecified),-30%[46.1 µM],-8%,-7%,0.0%,21%,7%,-2%,2%
Cc1cc(C)n2cc(CSc3nnnn3-c3ccc(Cl)cc3)nc2n1,-2%[46.1 µM],-10%,12%,0.0%,12%,-12%,0%,?
CCCCN1C(=O)N(C)C2NC(=O)NC21 (stereo unspecified),0%[46.1 µM],29%,2%,-0.1%,25%[38.3 µM],-12%,-3%,3%
Cc1nn(CCCC(=O)Nc2cccnc2)c(C)c1[N+](=O)[O-],-39%,18%,-3%,1.5%,-7%,0%,2%,2%
CN(C)c1ccc(C(=S)N2CCN(C(=S)Nc3ccc(Cl)cc3)CC2)cc1,20%,nt,3%,-0.6%,9%,-8%,2%,17%
Cc1cccc(N(C)S(=O)(=O)c2ccc3[nH]cc(C(=O)N4CCOCC4)c(=O)c3c2)c1,-19%[46.1 µM],-4%,4%,-1.3%,-6%[38.3 µM],-12%,-4%,?
COCCCNC(=S)NNC(=O)c1cccnc1,-8%[46.1 µM],-9%,-6%,5.8%,17%[38.3 µM],-12%,-7%,-2%
CCOC(=O)Cn1c(=O)oc2cc(S(=O)(=O)NC(C)c3ccccc3)ccc21 (stereo unspecified),-5%[46.1 µM],-1%&-8%,7%,0.8%&0.2%,-1%[38.3 µM],i,1%,7%
O=C(NCCCNC(=O)c1cccs1)c1cccs1,-10%[46.1 µM],0%,-5%,3.2%,10%[38.3 µM],i,4%,?
Cc1nnc(SCCn2c(N3CCCCC3)nc3c2c(=O)[nH]c(=O)n3C)s1,13%,-15%,6%,1.0%,-7%,3%,5%,1%
CCOC(=O)C1(Cc2cccc(OC)c2)CCN(C/C=C/c2ccccc2)CC1,?,nt,-2%,0.2%,25%,-5%,-4%,?
N#Cc1cccc(Oc2ccc(-c3cnc4ccccc4n3)cc2)c1C#N,-5%[46.1 µM],-24%,-7%,1.3%,-12%,-2%,0%,?
CCC(C)OC(=O)C(C)Oc1ccc(-c2ccccc2)cc1 (stereo unspecified),-16%[46.1 µM],-12%,-8%,0.7%,36%[38.3 µM],i,0%,-3%
CCC(CC)C(=O)c1c[nH]c(C(=O)O)c1,23%,16%,-5%,-1.4%,-5%,-9%,2%,5%
COCCCNC(=O)CSc1nc2sc(C(=O)OC)c(C)c2c(=O)n1N,2%,-22%,-1%,0.2%,-2%,0%,1%,-11%
COc1ccc2nc(NC(=O)c3ccc(-n4nc(C)cc4C)cc3)sc2c1,3%[46.1 µM],-23%,-5%,3.6%,-20%[38.3 µM],-11%,-2%,?
CCOC(=O)/C=C/C(=O)OCC(=O)NC(c1ccccc1)c1ccccc1,-14%,10%,8%,-1.5%,1%,-12%,-2%,-2%
COCCOCCn1c(/C=C/c2ccccc2)nc2ccccc21,-29%,13µM*,3%,-5.1%,8%,i,?,?
CCC1CN(C(=O)Nc2ccc(C)cc2)c2cc(C)ccc2O1 (stereo unspecified),-38%,-32%[inhibitor],7%,-1.5%,9%,-11%,2%,2%
CNC(=S)NC1CC2CCCC(C1)N2Cc1ccco1 (stereo unspecified),-28%[46.1 µM],-42%[inhibitor],-2%,0.0%,1%,-6%,10%,10%
COC(=O)C1CCCN1C(=O)COc1ccc(Br)cc1Cl (stereo unspecified),0%,2%,1%,-0.9%,-3%,-3%,-5%,-6%
O=C(NCc1ccc2c(c1)OCO2)c1nnc(Cc2ccc(Cl)cc2)o1,2%,1%,6%,-1.4%,17%,i,-3%,-4%
CCCCn1c(SCC(=O)N2c3ccccc3CCc3ccccc32)nc2c1c(=O)n(C)c(=O)n2C,-25%,12%,12%,-1.0%,15%,-1%,0%,-2%
CC1(C)S[C@@H]2[C@H](NC(=O)C(C(=O)O)c3ccccc3)C(=O)N2[C@H]1C(=O)O (stereo partly specified),4%,-43%,7%,6.7%,-2%,6%,1%,7%
Cc1ccccc1CC1(CO)CCCN(C(=O)c2ccccc2Cl)C1 (stereo unspecified),-8%,-12%,8%,0.2%,19%,i,-6%,1%
COC(=O)[C@@H]1[C@@H](C#N)C2(c3ccccc3-c3ccccc32)N(c2ccc(Cl)cc2)N1C#N,10µM*,-5%,6%,?,12%,-3%,-1%,-7%
O=C(CN1C(=O)C2C3C=CC(C3)C2C1=O)NC1CCCc2ccccc21 (stereo unspecified),4%[46.1 µM],-11%,12%,-1.2%,2%[38.3 µM],i,4%,-22%
COC(=O)C1=C(C(=O)OC)[C@@H]2N(C)c3ccccc3[C@@]23C[C@@H](C(=O)OC)N(C(=O)c2cccs2)C3=N1,0%,-7%[9.22 µM],7%[14.2 µM],1.6%,-6%,-16%[11.5 µM],0%[7.66 µM],5%[11.4 µM]

# Compound profiles, from the list above.
# `O=C(NCCCNC(=O)c1cccs1)c1cccs1` as listed: NPSR antagonist = -10%[46.1 µM]; SMN2 splice up = 0%; RGS12 GoLoco inh = -5%; Epigenetic derep = 3.2%; IMPase Li inh = 10%[38.3 µM]; RECQ1 inh = i; Luc counter = 4%; JMJD2E inh = ?
# `CCC(C)OC(=O)C(C)Oc1ccc(-c2ccccc2)cc1` (stereo unspecified) as listed: NPSR antagonist = -16%[46.1 µM]; SMN2 splice up = -12%; RGS12 GoLoco inh = -8%; Epigenetic derep = 0.7%; IMPase Li inh = 36%[38.3 µM]; RECQ1 inh = i; Luc counter = 0%; JMJD2E inh = -3%

# Screens from PubChem BioAssay.

# This is a subset. The share of hits here may be higher or lower than overall.
